# Compound activity deposited in PubChem BioAssay by Sanford-Burnham Center for Chemical Genomics.
# GRIN3A LBD mod = modulators (binders) of human NR3A ligand-binding domain. NR3A LBD differential scanning fluorimetry, Tm shift; 0% = protein alone, 100% = glycine-bound protein. Tm shift relative to glycine control, % at 25 µM. hit rate 2.5% among 340,000;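 active means melting temperature shift of at least 10% of the positive control shift, at one fixed dose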
# MPTP inh = blocks calcium-induced mitochondrial swelling | isolated mouse mitochondria, Ca2+ swelling absorbance, 30 min | inhibition, % at 10 µM | hit rate 1.4% among 360,000;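 active means inhibition of 50% or more, scaled per plate between neutral and stimulator controls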;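 further: 0% = DMSO wells given calcium and 100% = 1 mM EGTA wells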
# A3A deaminase = inhibitors of human APOBEC3A DNA deaminase | AID 493011 | recombinant A3A, FAM/TAMRA ssDNA deamination fluorescence | hit rate 0.41% among 330,000 | inhibition, % at 20 µM;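 active means at least 40% inhibition at 20 µM here, with at most 30% in a related deaminase screen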;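 further: plate controls were A3A with DMSO for no effect and wells lacking A3A enzyme for full effect; some results filed as inactive read as strong as hits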
# Gli-Sufu antag = Gli-Sufu pathway antagonism; inhibition, % at 5 µM; hit rate 0.74% among 340,000; AID 588413; Sufu-KO-LIGHT fibroblasts, Gli luciferase reporter luminescence;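 active means inhibition above about 55%, limit read from the data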;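 further: 0% = DMSO-treated cells and 100% = wells with medium but no cells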
# EBI2 antag = antagonists of human EBI2 receptor; P32249; inhibition, % at 5 µM; hit rate 0.81% among 360,000; EBI2 beta-arrestin recruitment, luminescence, 7a,25-OHC stimulated; in the data active means inhibition above about 38%;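 further: enzyme fragment complementation signal reports receptor beta-arrestin coupling in cells; 0% = agonist plus DMSO wells and 100% = wells without agonist; some results beyond the cut were filed as inactive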
# Target sequence (P32249 whole entry, looked up, the tested form may be a part): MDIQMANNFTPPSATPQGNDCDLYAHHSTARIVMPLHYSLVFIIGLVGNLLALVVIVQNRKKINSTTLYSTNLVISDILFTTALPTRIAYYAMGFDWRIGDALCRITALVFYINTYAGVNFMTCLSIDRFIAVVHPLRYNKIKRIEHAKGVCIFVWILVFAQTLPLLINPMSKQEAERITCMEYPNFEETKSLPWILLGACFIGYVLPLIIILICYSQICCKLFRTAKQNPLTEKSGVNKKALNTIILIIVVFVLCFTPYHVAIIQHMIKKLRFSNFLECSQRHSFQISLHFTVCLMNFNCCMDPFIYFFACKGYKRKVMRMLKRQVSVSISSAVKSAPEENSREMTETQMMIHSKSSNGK
# CXCR6 block = CXCR6 (human) receptor inhibition; O00574; CHO-K1 PathHunter CXCR6 beta-arrestin, luminescence; inhibition, % at 20 µM; hit rate 0.36% among 360,000; AID 602244; in the data active means inhibition above about 34%, passing the limit was not always enough;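 further: antagonist mode with CXCL16 agonist at 10 nM final; 0% = 10 nM CXCL16 with DMSO and 100% = unstimulated wells without agonist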
# Target sequence (O00574 whole entry, looked up): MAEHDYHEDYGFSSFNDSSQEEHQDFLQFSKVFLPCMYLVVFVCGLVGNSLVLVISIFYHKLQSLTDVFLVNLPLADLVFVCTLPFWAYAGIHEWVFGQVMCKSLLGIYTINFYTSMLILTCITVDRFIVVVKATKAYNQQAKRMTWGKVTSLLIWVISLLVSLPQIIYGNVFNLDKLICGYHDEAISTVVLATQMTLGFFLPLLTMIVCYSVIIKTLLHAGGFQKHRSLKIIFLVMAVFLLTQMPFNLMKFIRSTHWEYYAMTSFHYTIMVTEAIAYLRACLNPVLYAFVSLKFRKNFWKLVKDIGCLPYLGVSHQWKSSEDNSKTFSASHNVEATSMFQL
# CCR6 antagonist = CCR6 (human) receptor antagonism | CHO-K1 CCR6 PathHunter beta-arrestin, luminescence, CCL20-stimulated | inhibition, % at 20 µM | hit rate 0.49% among 340,000 | AID 493098;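 active means compounds whose inhibition of the agonist-driven luminescence signal at 20 µM reaches about 50%, limit read from the data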;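 further: cells stimulated with CCL20 at 14 nM final; plate controls were DMSO with CCL20 for no effect and DMSO without agonist for full effect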
# A3G deaminase = APOBEC3G (human) deaminase inhibition. Q9HC16. recombinant A3G, ssDNA deamination FAM/TAMRA fluorescence. inhibition, % at 20 µM. hit rate 0.28% among 330,000;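 active means inhibition of at least 40% at 20 µM, with no more than 30% in the related APOBEC3A deaminase screen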;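 further: plate controls were DMSO wells with A3G for no effect and wells lacking A3G enzyme for full effect; some compounds called inactive have numbers as strong as hits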
# Target sequence (Q9HC16 whole entry, looked up): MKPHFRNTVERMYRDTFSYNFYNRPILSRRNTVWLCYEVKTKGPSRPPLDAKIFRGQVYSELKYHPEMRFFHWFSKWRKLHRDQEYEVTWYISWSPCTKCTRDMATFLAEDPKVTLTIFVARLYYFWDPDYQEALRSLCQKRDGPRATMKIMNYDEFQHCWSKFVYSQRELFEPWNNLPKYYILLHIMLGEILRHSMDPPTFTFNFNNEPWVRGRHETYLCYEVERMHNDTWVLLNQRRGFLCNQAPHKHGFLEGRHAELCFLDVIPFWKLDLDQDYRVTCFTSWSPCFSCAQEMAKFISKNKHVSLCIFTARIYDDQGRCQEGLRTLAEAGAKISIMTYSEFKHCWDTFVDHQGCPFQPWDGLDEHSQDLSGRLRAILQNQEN
# Numbers without * were called inactive; nt = not tested or not shown. Hits appear at their usual frequency; about 5.8% have a hit in one of these screens.
No.	SMILES	GRIN3A LBD mod	MPTP inh	A3A deaminase	Gli-Sufu antag	EBI2 antag	CXCR6 block	CCR6 antagonist	A3G deaminase
1	O=C(Nc1nnc(-c2ccccc2)o1)C1CCCCC1	-1	-0.8	-4	1	-1	0	8	-11
2	O=C(/C=C/c1ccco1)Nc1ccccc1C(=O)O	-1	-1.0	94	-45	-13	2	11	72
3	O=C(c1ccc([N+](=O)[O-])cc1)N1CCSC1c1ccccc1Cl (centres undefined)	1	-5.9	5	-9	-6	-2	6	2
4	Cn1c2ccccc2c2nnc(SCC(=O)NC3CCCC3)nc21	-2	-0.1	-1	-23	-5	17	8	-6
5	NC(=O)SCC(=O)Nc1ccccc1C(=O)O	8	0.2	0	-2	-1	0	2	-3
6	COc1ccc(NC(=O)CCN2C(=O)NC3(CCCC3)C2=O)cc1Cl	0	-0.8	-1	-5	0	-1	7	-1
7	Cc1ccc([N+](=O)[O-])cc1S(=O)(=O)Nc1ccc(N2CCOCC2)cc1	7	0.3	0	6	2	6	6	-4
8	O=C(NCc1ccc(F)cc1)C1C2C=CC3(CN(Cc4cccnc4)C(=O)C13)O2 (centres undefined)	-3	-1.8	0	2	7	-8	11	-6
9	CC(C)(C)C1CCc2c(sc3c2C(=O)NC(c2ccco2)N3)C1 (centres undefined)	-18	1.8	0	1	3	-1	3	0
10	CCOC(=O)C1=C(COC(=O)CNC(=O)c2ccc(Cl)cc2Cl)NC(=O)NC1C (centres undefined)	-1	-2.6	4	-9	-4	5	7	-8
11	COc1cc2c(cc1OC)C(c1cccc([N+](=O)[O-])c1)NC(=O)C2 (centres undefined)	-1	-1.3	-5	1	-2	7	7	-4
12	CCN(CC)Cc1ccccc1CNC(=O)c1cccc(S(=O)(=O)Nc2ccc3c(c2)OCO3)c1	0	-1.4	-1	18	-5	0	6	7
13	Cc1cccn2c(=O)c3cc(C(=O)NC4CCCC4)c(=N)n(Cc4ccc(F)cc4)c3nc12	-1	-1.6	-5	20	22	11	11	-5
14	CN1CCN(/N=C/c2ccc(-c3ccc([N+](=O)[O-])cc3Cl)o2)CC1	4	1.7	-1	5	6	9	0	-9
15	COC(=O)c1ccccc1NC(=O)C(=O)NCc1ccncc1	-2	-0.1	3	7	-4	-2	-4	-6
16	CCCc1cc(=O)[nH]c(SCC(=O)NC2CCCCC2)n1	1	-2.2	-3	0	-5	-10	4	-3
17	O=C(/C=C/c1cccc([N+](=O)[O-])c1)NCC1CCCO1 (centres undefined)	3	-0.7	-3	5	13	2	0	-3
18	O=C1c2ccccc2C(O)(Cc2ccccc2)N1C1CCCCC1 (centres undefined)	0	nt	1	5	nt	nt	24	-9
19	COc1ccc(NC(=O)C(NC(C)=O)C(=O)NCc2ccccc2Cl)cc1 (centres undefined)	-2	0.7	-2	-3	-4	2	-2	-8
20	CCc1c(C)sc(NC(=S)Nc2cccnc2)c1C(=O)OC	3	0.4	0	-6	9	-4	4	-1
21	NS(=O)(=O)c1ccc(NC(=O)COC(=O)COc2cccc(C(F)(F)F)c2)cc1	-1	-0.5	4	5	2	-9	1	-2
22	O=C(Nc1ccc(N2CCOCC2)cc1)c1ccccc1SCC(=O)N1CCCC1	1	-0.8	1	-3	4	-8	-3	-10
23	O=C1CCC(=O)N1OCCOc1ccc(Cl)c2ccccc12	2	-0.5	0	-1	-8	-2	1	-3
24	CC(C)CNC(=O)CC(c1ccccc1)c1ccccc1	7	-2.9	-2	2	0	2	-1	-4
25	CCOC(=O)C1CCN(S(=O)(=O)c2cn(C)c(=O)n(C)c2=O)CC1	6	-0.1	-3	-1	2	1	-5	-1
26	Cc1cccc(C)c1NC(=O)C1(NC(=O)C2CCCN2C(=O)OC(C)(C)C)CCCCC1 (centres undefined)	0	1.4	0	3	-8	2	-2	0
27	Fc1ccc(NC(=S)Nc2ccccc2Cl)cc1	-3	10	-4	9	-5	0	27	-4
28	COC(=O)[C@H](Cc1ccccc1)N1C/C=C\COc2c(Cl)cc(Cl)cc2S1(=O)=O	-35	-0.8	0	15	9	1	15	1
29	O=S(=O)(NCc1cccs1)c1cccc(S(=O)(=O)N2CCCCC2)c1	2	1.0	0	nt	8	-3	7	1
30	CSc1ccccc1-n1nnnc1SCC(=O)Nc1cc(C)ccc1C	2	1.9	1	2	11	-5	9	-10
31	COc1ccc(/C=C/C(=O)NCCCNC(=O)/C=C/c2ccc(OC)c(OC)c2)cc1OC	-2	4.1	-3	12	-9	-9	-1	-4
32	Cc1cc(C)n2nc(SCC(=O)Nc3c(C)nn(-c4ccccc4)c3C)nc2n1	0	0.8	-5	3	2	3	2	-6
33	COc1cc(OC)cc(C(=O)NNC(=O)c2ccc(S(=O)(=O)N3CC(C)OC(C)C3)cc2)c1 (centres undefined)	1	-1.1	-2	-2	-7	4	8	-3
34	Cn1cccc1/C=N/n1c(-c2ccc(C(C)(C)C)cc2)n[nH]c1=S	-21	-0.5	0	5	-5	14	3	3
35	COc1ccc(N2C(=O)CC3(CCCC3)CC2=O)cc1	0	13	-3	-2	-15	-3	-1	-6
36	COc1ccc(C(CNC(=O)COc2ccc([N+](=O)[O-])cc2)N2CCCCC2)cc1 (centres undefined)	-1	-0.8	-2	19	-4	-14	-5	7
37	Cc1nc2ccccc2n1S(=O)(=O)c1ccc(S(=O)(=O)N2CCCCCC2)cc1	0	-1.9	0	0	-3	4	11	-8
38	COc1cc(/C=C2\SC(=S)N(CC(=O)Nc3cccnc3)C2=O)cc(OC)c1OC	-8	11	-4	10	-9	8	22	-12
39	O=C(NCc1cccc2[nH]ccc12)C1CCC(=O)N(CCc2ccccc2)C1 (centres undefined)	-1	-1.3	-3	9	4	-6	12	-3
40	CCN(C(=O)Cc1c(C(=O)O)n(CC)c2ccccc12)c1ccccc1C	0	0.9	-1	5	-3	-3	-7	-7
41	CCCC1=Nc2cc(C(=O)N3CCC(C(=O)OCC)CC3)ccc2Sc2ccccc21	0	-1.8	-5	-3	-3	11	35	-8
42	Cc1ccc(NC(=O)COC(=O)C2CSC3(C)CCC(=O)N23)cc1S(=O)(=O)N1CCOCC1 (centres undefined)	-2	-1.9	-2	-14	-7	-6	-1	-2
43	Cc1cccc(NC(=O)Nc2cc(C)cc(C)n2)c1	-2	1.6	-3	-116	1	-8	-5	-2
44	CCN(CC)S(=O)(=O)c1ccc2oc(C(=O)N3CCCCCC3)c(C)c2c1	-2	1.1	-1	5	-6	-6	1	-5
45	O=C(OCCN1CCCCC1)C1(c2ccccc2)CCCC1	-1	-0.2	3	-1	5	-1	5	-5
46	COc1ccccc1N(CC(=O)NC1CCCC1)C(=O)C1(C)CC(=O)N=C2C=CC(C)=CN21 (centres undefined)	0	-0.4	1	-14	-7	-13	5	-6
47	O=C(Oc1ccccc1F)c1ccc2c(=O)n3c(nc2c1)CCC3	nt	3.6	10	0	-19	2	-5	2
48	O=[N+]([O-])c1cccc(C([O-])=C(C(=S)Nc2cccc3ccccc23)[n+]2ccccc2)c1	-7	-0.4	nt	-1	-10	4	9	nt
49	C/C(=C\c1ccccc1)C(=O)Nc1cc(C)on1	-1	-1.1	0	-36	-6	-13	-3	-3
50	O=S(=O)(c1cccc(C(F)(F)F)c1)N1CCN(c2cnccn2)CC1	1	-0.5	-1	-8	-1	-1	-3	-11

# Other records.
No.	SMILES	GRIN3A LBD mod	MPTP inh	A3A deaminase	Gli-Sufu antag	EBI2 antag	CXCR6 block	CCR6 antagonist	A3G deaminase
51	Cc1cc(C)n(CCC(=O)Nc2cccc(F)c2)n1	0	1.7	-1	12	-7	4	1	-6
52	CC(C)C/C(O)=C/c1nc2cc(Cl)ccc2oc1=O	-1	1.9	1	29	-9	-15	-16	3
53	CCOC(=O)NNC(=O)NCCCCCCNC(=O)NNC(=O)OCC	-1	0.7	-3	-14	0	-2	4	-5
54	CC(C)(C)NC(=O)C(c1cccnc1)N(C(=O)c1ccc(Cl)nc1)C1CCCC1 (centres undefined)	-1	0.3	-4	-1	3	0	2	-5
55	COc1cc(/C=C/C(=O)OCC(=O)NCCc2ccccc2)cc(OC)c1OC	6	-1.4	3	-26	7	1	26	-6
56	O=C(Nc1ccccc1)Nc1ccncc1	-2	-1.1	-8	-3	2	-14	-15	-4
57	Cn1c(O)c(C=Nc2ccc(N3CCOCC3)cc2)c(=O)n(C)c1=S	0	2.9	nt	-1	-12	7	6	nt
58	COc1cccc(Nc2ncnc3c2cnn3-c2cccc(C)c2)c1	13*	10	2	-65	25	6	9	-4
59	C[C@H](CO)N1C[C@H](C)[C@@H](CN(C)C)Oc2c(NS(=O)(=O)c3cn(C)cn3)cccc2C1=O	-2	0.4	0	-4	0	-3	18	-5
60	O=C(N/N=C\c1ccc(Cl)s1)C1COc2ccccc2O1 (centres undefined)	1	1.6	0	-4	-1	-4	4	-2
61	CCOc1ccc2oc(=O)cc(CN3CCN(Cc4ccccc4)CC3)c2c1	-1	-0.5	2	39	13	-7	21	0
62	CCOC(=O)CCC(NC(=O)CC(=O)NC(CCC(=O)OCC)C(=O)OCC)C(=O)OCC (centres undefined)	-1	-2.8	-2	-4	-4	-12	4	-5
63	Cc1ccccc1NC(=O)Cn1nc(C(F)(F)F)cc1C1CC1	4	-1.4	3	0	5	3	9	-2
64	CC(C)CCN1C(=O)c2ccc(C(=O)NCc3ccccn3)cc2C1=O	3	0.4	-1	-6	7	4	12	-2
65	CC1=NNC(=O)C1CCC(=O)N/N=C/C=C/c1ccccc1 (centres undefined)	3	2.5	-5	10	-2	-5	-3	-8
66	COC(=O)c1ccc(NC(=S)NCCc2cccc(C)c2)cc1	24*	88*	-1	0	24	4	15	3
67	CCOC(=O)N1CCN(C(=O)CN(C)S(=O)(=O)c2ccc(OCC)cc2)CC1	1	-0.8	0	21	1	-4	5	-7
68	CNC(=S)N(Cc1ccc(Cl)cc1)Cc1cccs1	-2	4.2	0	34	3	4	7	1
69	COc1ccc(N(C(=O)CNC(=O)c2ccco2)C(C(=O)NCC2CCCO2)c2ccc(OC)c(OC)c2)cc1 (centres undefined)	-2	-0.1	3	4	9	8	-4	3
70	Cc1c(C(=O)N2CCN(c3ccc([N+](=O)[O-])cc3)CC2)sc2ncn(CC(=O)N3CCOCC3)c(=O)c12	-4	0.3	0	-17	1	-14	23	0
71	Cc1cc(NC(=O)c2ccc3c(c2)C(=O)N(CCC(C)C)C3=O)no1	1	0.2	-1	-5	8	5	-2	2
72	CCN(CC(=O)NC1CCS(=O)(=O)C1)C(C)C(=O)Nc1ccc(F)cc1 (centres undefined)	-4	0.4	30	-9	-10	7	-2	-8
73	CCOC(=O)c1sc2nc(C)nc(NCc3cccnc3)c2c1C	3	1.0	4	-2	-3	-6	4	0
74	COc1nc(=O)n(C2OC(CO)C(O)C2O)cc1C (centres undefined)	-1	-0.9	nt	5	-7	-3	3	nt
75	O=C(Nc1cccnc1)c1cccs1	-6	-0.2	3	-4	-6	10	6	-4
76	COc1ccc(/C(=N/OC(C)=O)c2nccc3cc(OC)c(OC)cc23)cc1OC	1	1.2	-1	-4	-11	1	-2	-6
77	O=C(CSc1nc(-c2ccccc2)c(-c2ccccc2)[nH]1)N1CCN(S(=O)(=O)c2ccccc2)CC1	-7	8.7	-4	-2	19	2	-9	-6
78	Cc1cccc(-c2ccc3c(c2)C2CC3CCN2)c1 (centres undefined)	1	2.8	nt	-6	-4	1	7	nt

# Another view of part of the listing above:
74. COc1nc(=O)n(C2OC(CO)C(O)C2O)cc1C (centres undefined)
75. O=C(Nc1cccnc1)c1cccs1
76. COc1ccc(/C(=N/OC(C)=O)c2nccc3cc(OC)c(OC)cc23)cc1OC
screen / no. | 74 | 75 | 76
GRIN3A LBD mod | -1 | -6 | 1
MPTP inh | -0.9 | -0.2 | 1.2
A3A deaminase | nt | 3 | -1
Gli-Sufu antag | 5 | -4 | -4
EBI2 antag | -7 | -6 | -11
CXCR6 block | -3 | 10 | 1
CCR6 antagonist | 3 | 6 | -2
A3G deaminase | nt | -4 | -6
